Source: PubChem BioAssay (several laboratories)
MsrA inh: inhibitors of bovine MsrA; purified bovine MsrA, absorbance read-out; inhibition, % at 15.5 µM; hit rate 0.75% among 360,000; AID 651718; in the data active = inhibition above about 4.5%;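 note: 0% = vehicle wells with enzyme and 100% = reference inhibitor wells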
CSN inh: CSN deneddylation inhibition. Q92905. Purified CSN, SCF-Nedd8-OG deneddylation, fluorescence polarization. inhibition, % at 12.5 µM. hit rate 0.38% among 360,000. AID 651999;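 active = pattern-corrected inhibition above about 35%, with an unprinted fluorescence ratio check between 0.5 and 1.5, limit read from the data, passing the limit was not always enough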;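 note: 0% = enzyme with substrate and 100% = substrate without enzyme; some results filed as inactive read as strong as hits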
Target sequence (Q92905 whole entry, looked up, one chain of several): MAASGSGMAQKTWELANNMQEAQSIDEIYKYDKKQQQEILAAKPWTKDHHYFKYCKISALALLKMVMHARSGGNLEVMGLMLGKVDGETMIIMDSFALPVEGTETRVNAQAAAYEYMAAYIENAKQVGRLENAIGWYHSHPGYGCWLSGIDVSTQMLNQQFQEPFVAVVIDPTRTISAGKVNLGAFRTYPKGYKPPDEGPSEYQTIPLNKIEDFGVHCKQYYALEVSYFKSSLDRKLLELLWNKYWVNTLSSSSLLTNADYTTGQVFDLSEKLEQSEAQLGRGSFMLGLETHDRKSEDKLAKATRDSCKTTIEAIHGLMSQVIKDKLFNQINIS
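Schedule: reaction 90 min, room temperature / Assay system: HEK293T-derived human Csn5 enzyme / Input: Csn5 at 0.24 nM final / Measure: inhibition of Csn5 cleavage, % / Control set: substrate-only high control, full reaction low control / Technique: fluorescence polarization of the substrate / Buffer or medium: Tris/NaCl/DTT buffer, pH 7.5 / Reagent: SCFSkp2-Nedd8OG substrate at 10 nM final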
FAS-TE inh: inhibitors of human fatty acid synthase thioesterase domain | recombinant FAS-TE, OMFH fluorogenic substrate, fluorescence endpoint | hit rate 0.67% among 360,000 | inhibition, % at 15 µM | P49327;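 active = compounds whose normalised, plate-corrected inhibition of enzyme fluorescence in the single-dose primary screen is 50% or more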;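 note: 0% = DMSO with enzyme and 100% = substrate without enzyme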
E coli Lon inh: E. coli protease La inhibition; purified E. coli Lon protease, fluorescence polarization; inhibition, % at 7.94 µM; hit rate 0.42% among 360,000; AID 602123; in the data active = inhibition above about 13%, passing the limit was not always enough;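 note: 0% = enzyme with probe and DMSO and 100% = no enzyme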
Rin1 Abl inh: blocks binding of human Rin1 to Abl; hit rate 0.4% among 360,000; TR-FRET Rin1/Abl binding, biochemical; inhibition, % at 7.35 µM; in the data active = inhibition above about 5%, passing the limit was not always enough
bovine MsrA act: activates bovine MsrA enzyme | AID 602163 | activation, % at 10.6 µM | hit rate 0.3% among 360,000 | purified bovine MsrA, absorbance read-out; in the data active = activation above about 7.5%;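 note: 0% = vehicle and 100% = reference activator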
Tb MetRS inh: blocks T. brucei methionyl-tRNA synthetase activity. purified T. brucei MetRS, ATP depletion, Kinase-Glo luminescence. inhibition, % at 11.9 µM. hit rate 0.4% among 360,000;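 active = inhibition above a per-plate cutoff of the control wells' mean inhibition plus 3 SD, cut at about 5.5% in these data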;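 note: 0% = DMSO wells median and 100% = median of wells with control inhibitor compound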
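assay system = parasite MetRS enzyme | timing = 15 min preincubation, 2 h reaction, all 25 °C | evaluation = percent inhibition relative to median high and low control wells | medium = HEPES buffer containing pyrophosphatase, BSA, spermine, DTT | compound = single dose, 11.9 µM final nominal, 0.9% final DMSO | detection = Kinase-Glo luminescence, ATP depletion format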
Neddyl block: cullin neddylation inhibition | hit rate 0.58% among 360,000 | P61081+Q13564 | TR-FRET cullin neddylation, biochemical | calls only at 25 µM | AID 651699; in the data active = inhibition above about 36%
MLLE-PAM2 inh: inhibitors of microRNA-mediated deadenylation, human PABP1 MLLE binding. P11940. GST-MLLE / FITC-PAM2 fluorescence polarization. inhibition, % at 20 µM. hit rate 0.36% among 360,000; in the data active = inhibition above about 35%, passing the limit was not always enough;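 note: plate controls were DMSO wells with GST-MLLE for no effect and wells lacking GST-MLLE protein for full effect; some results filed as inactive read as strong as hits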
Target sequence (P11940 whole entry, looked up): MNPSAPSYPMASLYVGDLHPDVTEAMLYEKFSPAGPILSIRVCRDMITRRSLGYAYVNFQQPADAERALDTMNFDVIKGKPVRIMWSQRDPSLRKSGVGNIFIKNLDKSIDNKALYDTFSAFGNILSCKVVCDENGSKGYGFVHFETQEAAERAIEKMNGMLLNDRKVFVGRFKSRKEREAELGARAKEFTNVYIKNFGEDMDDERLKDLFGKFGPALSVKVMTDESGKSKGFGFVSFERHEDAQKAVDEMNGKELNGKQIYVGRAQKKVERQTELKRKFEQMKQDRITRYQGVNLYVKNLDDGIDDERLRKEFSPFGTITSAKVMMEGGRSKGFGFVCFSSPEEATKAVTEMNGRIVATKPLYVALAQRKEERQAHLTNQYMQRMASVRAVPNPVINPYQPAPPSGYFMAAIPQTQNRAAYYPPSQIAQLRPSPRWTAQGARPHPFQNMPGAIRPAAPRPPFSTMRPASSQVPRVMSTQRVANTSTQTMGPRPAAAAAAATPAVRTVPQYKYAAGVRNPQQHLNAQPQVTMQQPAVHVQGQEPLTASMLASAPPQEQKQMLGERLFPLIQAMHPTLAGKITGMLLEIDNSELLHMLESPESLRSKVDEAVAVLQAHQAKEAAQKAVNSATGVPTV
Active calls of the source: *; i = inactive; . = no result given. Rows were taken by chance (roughly 4% active in at least one column).

Preview:
SMILES	MsrA inh	CSN inh	FAS-TE inh	E coli Lon inh	Rin1 Abl inh	bovine MsrA act	Tb MetRS inh	Neddyl block	MLLE-PAM2 inh
COCc1cc(C)nc(SCc2ccc(Cl)cc2)c1C#N	0.3	3	21	-4	1	-2	-1.1	i	1
Cc1ccc2c(CC(=O)NCCc3ccc(S(N)(=O)=O)cc3)coc2c1	0.5	-6	-2	-7	2	2	0.1	i	-15

This part in full (from the top)
SMILES	MsrA inh	CSN inh	FAS-TE inh	E coli Lon inh	Rin1 Abl inh	bovine MsrA act	Tb MetRS inh	Neddyl block	MLLE-PAM2 inh
COCc1cc(C)nc(SCc2ccc(Cl)cc2)c1C#N	0.3	3	21	-4	1	-2	-1.1	i	1
Cc1ccc2c(CC(=O)NCCc3ccc(S(N)(=O)=O)cc3)coc2c1	0.5	-6	-2	-7	2	2	0.1	i	-15
CS(=O)(=O)NCCSCc1ccco1	-1.1	7	-10	-6	1	-13	-0.8	i	24
C=CCOC(=O)C1=C(C)NC(=O)NC1c1ccc(OCC)cc1 (configuration not stated)	0.3	-5	-5	11	1	2	-0.4	i	12
CCCCCCCCN1C(=O)[C@H](CC(=O)NCc2cccc(C(F)(F)F)c2)C[C@@]2(C(=O)OCC)CCCC=C12	-0.4	-5	11	5	.	-1	0.1	i	.
CN1CCN(c2c(F)cc3c(=O)c(C(=O)O)cn4c3c2OCN4C)CC1	0.2	-1	-7	-4	6	-4	0.2	.	5
COc1ccc(S(=O)(=O)N2Cc3ccccc3CC2C(=O)Nc2nccs2)cc1 (configuration not stated)	0.3	3	11	-1	0	0	-0.2	i	-8
CN(C)S(=O)(=O)c1ccc(Cl)c(NC(=O)CN2CCN(c3ccccn3)CC2)c1	0.2	6	-20	5	2	-5	-0.9	i	-3
Cc1cc(C)cc(NC(=O)Nc2ccc(-n3ccc(C(F)(F)F)n3)cc2)c1	0.5	5	10	-2	4	0	0.3	i	5
COc1ccc(NC(=O)c2cccc(N3C(=O)c4cccc([N+](=O)[O-])c4C3=O)c2)cc1	-0.7	-2	14	19*	-3	-7	-0.3	i	1
CCn1c(-c2ccc(OC)c(OC)c2)n[nH]c1=S	-0.8	-4	-5	-7	-1	-2	-0.5	i	-18
CC(C)C[C@@H](CN(N=O)[C@@H](Cc1ccccc1)CN(C)N=O)N(CCc1ccccc1)N=O	1.0	-1	22	-3	5	-2	-0.3	i	-3
COc1cc(NC(=O)c2ccccc2)c(OC)cc1NC(C)=O	1.9	5	-12	-9	3	-1	0.1	i	-1
CC(C)NC(=O)c1ccc(-c2cccc(C(F)(F)F)c2)o1	1.3	2	2	-3	2	1	-0.5	i	1
O=C(Nc1cc(N2CCOCC2)ncn1)Nc1cccc2ccccc12	-0.1	-4	-6	0	1	-7	-0.9	i	-4
O=C(Nc1ccccn1)C1CCN(S(=O)(=O)c2ccc3c(c2)OCCO3)CC1	0.1	-1	-7	-17	3	0	-0.5	i	10
COc1ccc(-c2cc(-c3ccc(Cl)cc3)c(C#N)c(SCC(=O)O)n2)cc1	0.1	41*	25	-9	1	-3	-0.5	i	-9
Cc1ccc(S(=O)(=O)N2CCC(=O)N(CCOCc3ccccc3C)CC2)cc1	-0.2	-5	7	-5	1	-4	-0.4	i	0
Nc1nonc1-n1nnc(C(=O)N/N=C/c2cccc(O)c2)c1CN1CCCC1	1.2	1	-5	-6	3	-10	-0.5	i	4
CCN(Cc1cc2cccc(C)c2[nH]c1=O)C(=O)c1ccccc1OC	1.1	3	-5	5	-1	-6	-0.8	i	14
O=C(NC1CCSc2ccccc21)c1cccc(OC(F)F)c1 (configuration not stated)	0.3	1	15	0	3	-2	-0.5	i	2
O=C(NNc1nc2cc3c(cc2s1)OCCO3)c1ccccc1	-1.1	2	-1	3	6	-3	0.0	i	-141
Cc1ccc(C(=O)Cn2cnc3ccccc3c2=O)cc1	-0.4	-3	-7	-2	-1	-1	-1.4	i	3
Cc1cc(NC(=O)c2cccc(S(=O)(=O)N3CCCCCC3)c2)n(-c2ccccn2)n1	-0.1	-1	29	-3	1	-11	-1.6	i	9
Cc1ccc(NC(=O)CCC(=O)NNC(=O)c2ccccc2Cl)c(C)c1	-1.7	0	-4	-2	-9	-2	0.3	i	-5

Full records from above:
O=C(Nc1cc(N2CCOCC2)ncn1)Nc1cccc2ccccc12 as listed: MsrA inh = -0.1; CSN inh = -4; FAS-TE inh = -6; E coli Lon inh = 0; Rin1 Abl inh = 1; bovine MsrA act = -7; Tb MetRS inh = -0.9; Neddyl block = i; MLLE-PAM2 inh = -4
O=C(NC1CCSc2ccccc21)c1cccc(OC(F)F)c1 (configuration not stated) as listed: MsrA inh = 0.3; CSN inh = 1; FAS-TE inh = 15; E coli Lon inh = 0; Rin1 Abl inh = 3; bovine MsrA act = -2; Tb MetRS inh = -0.5; Neddyl block = i; MLLE-PAM2 inh = 2

Next part:
SMILES	MsrA inh	CSN inh	FAS-TE inh	E coli Lon inh	Rin1 Abl inh	bovine MsrA act	Tb MetRS inh	Neddyl block	MLLE-PAM2 inh
COc1ccccc1NC(=O)N(Cc1ccco1)Cc1cc2c(C)ccc(C)c2[nH]c1=O	0.2	2	-5	2	3	0	-0.2	i	0
Cn1c2ccccc2c(=O)c2ccc(-c3ccc4c(c3)OCO4)cc21	0.0	-1	23	-1	-3	-3	0.0	i	-2
c1cnc2ccc(-n3ccnc3)cc2c1	0.2	-1	-8	-3	-7	-2	-0.8	i	9
Cc1cccc(-c2oc3ccc(-c4ccc5c(c4)OCO5)cc3c2C(=O)OCc2ccc(O)cc2)c1	-1.4	-2	14	0	2	-11	-0.8	i	10
COc1ccc(NS(=O)(=O)c2coc(C(N)=O)c2)cc1Cl	2.1	3	-4	-3	-2	-2	0.0	i	-12
COc1cccc(-n2c(=O)[nH]cc(C(=O)Nc3ccc(NC(C)=O)cc3)c2=O)c1	0.8	-5	-8	-8	1	3	-0.1	i	1
C=C(C)C(=O)Nc1cccc(C2=NOC3(C2)C[C@@H](C(N)=O)N(C(=O)c2cc([N+](=O)[O-])cc([N+](=O)[O-])c2)C3)c1 (some centres not stated)	-0.5	18	3	-5	-4	0	-0.1	i	-4
Cc1ccc(C2C(/C=C3/SC(=S)NC3=O)=C(c3cccs3)Oc3ccccc32)cc1 (configuration not stated)	0.3	4	64*	-15	-4	-12	0.1	i	18
CCOc1cc(/C=N/NC(=O)CSc2nnc(C)s2)ccc1OCc1ccccc1Cl	0.2	6	1	-2	-1	0	-0.1	i	29
CNC[C@H]1Oc2c(NS(=O)(=O)c3ccc(OC)cc3)cccc2C(=O)N([C@H](C)CO)C[C@@H]1C	0.9	-2	-13	0	2	-3	-0.4	i	0
CCOC(=O)/C(C#N)=C/c1ccc(-c2ccsc2C(=O)OC)o1	-2.1	11	-28	-9	-1	-3	-1.1	i	70
CCCn1c(C(O)c2ccc(OC)cc2)nc2ccccc21 (configuration not stated)	0.9	-6	-8	3	0	-6	-0.7	i	10
CCc1ccccc1NC(=O)CSc1nnc([C@@H](NC(=O)OC(C)(C)C)C(C)C)o1	-0.3	5	-3	7	-3	-1	-0.2	i	-2
COc1ccc2oc(C(=O)OCC(=O)NCC3CCCO3)c(C)c2c1 (configuration not stated)	-0.4	-1	-3	-4	-1	-3	-0.2	.	6
COc1ccc(C2CC(=O)N3C(=C2C#N)SCC3(O)c2ccccc2)cc1 (configuration not stated)	2.0	-2	3	-3	1	-4	-0.1	i	-3
Cc1nnc(N/N=C/C2CC=CCC2)[nH]c1=O (configuration not stated)	0.5	-16	-3	-5	1	-2	0.4	i	2
CN(Cc1ccccc1)c1ccc(N2C(=O)CCCC2=O)cc1[N+](=O)[O-]	0.6	-4	-2	6	-3	0	0.2	i	1
Cc1nn2c(NCc3ccccn3)cc(C(C)(C)C)nc2c1-c1ccccc1	0.3	-3	38	-4	1	-1	0.1	.	12
COCCN(Cc1cc2cc(C)c(C)cc2nc1Cl)C(=O)N1CCOCC1	0.0	5	-6	-1	-3	-5	-0.7	i	8
Cc1nnc(NC(=O)C2CCCN(c3ncccn3)C2)s1 (configuration not stated)	1.5	-3	-5	5	2	0	0.0	i	2
COc1cc(OC)cc(-c2c(-c3ccc(F)cc3)c3cc(Br)ccc3n2C)c1	-1.3	3	29	-4	3	-7	-0.3	i	11
COC(=O)c1sccc1S(=O)(=O)Nc1ccc(N2CCCCC2)cc1	0.0	1	13	7	1	-3	-0.5	i	4
O=C(CC1Sc2ccccc2NC1=O)NNc1ccc(Cl)c(Cl)c1 (configuration not stated)	0.7	-3	11	-4	-1	-2	-0.3	i	6
CN(CC(=O)Nc1ccccc1Cl)C(=O)Cn1cc(C(F)(F)F)cc(Cl)c1=O	-0.1	2	-2	4	4	-7	-0.7	i	-52
Clc1ccc(CSc2nnc(-c3c[nH]c4ccccc34)o2)cc1	0.3	-2	27	4	0	-12	-0.1	i	-17
SMILES	MsrA inh	CSN inh	FAS-TE inh	E coli Lon inh	Rin1 Abl inh	bovine MsrA act	Tb MetRS inh	Neddyl block	MLLE-PAM2 inh
O=C(COCc1cc(-c2ccco2)on1)NC1CCCCC1	-0.1	0	-3	-3	1	0	0.8	i	-4
COc1ccc(/C=C/C(=O)OCC(=O)Nc2ccc(Cl)cn2)cc1	-0.1	3	0	9	2	-3	0.0	i	-6
COc1ccc2nc(Nc3nc(C)c(C(C)=O)s3)sc2c1	1.2	9	0	-2	-5	-3	-0.2	i	3
CCOc1ccc(/C=C2\CCc3ccccc3C2=O)cc1	-1.4	-4	8	-3	-2	-3	0.2	i	-5
O=C1CC(c2ccc3c(c2)OCO3)c2cc3c(cc2N1)OCO3 (configuration not stated)	0.6	-1	3	1	1	-2	-0.2	i	-2
N#Cc1c(/N=C/N2CCOCC2)sc2c1CCCCC2	2.9	3	-3	1	3	-3	0.1	i	9
CCOC(=O)c1sc(NC(=O)C2CC2)nc1C	0.6	-5	-1	3	0	-1	-0.1	i	-6
COc1ccc(NC(=O)CSc2nc(SC)ns2)c(OC)c1	1.0	2	3	-1	0	-6	-0.4	i	19
Oc1ccc(-c2cn3c(n2)SCC3)cc1O	-0.2	12	-8	4	26*	-3	1.0	i	31
O=C(COC(=O)c1ccc(S(=O)(=O)N2CCOCC2)cc1)Nc1ccccc1OC(F)F	-0.5	-5	6	-10	2	-2	0.2	i	-11
COc1cccc(N2CC(C(=O)Nc3ccc(F)cc3)CC2=O)c1 (configuration not stated)	0.2	-5	4	-13	1	-6	-0.4	i	10
CCOCCn1c(CN2CCN(C(=O)c3ccco3)CC2)nc2c1c(=O)n(C)c(=O)n2C	0.3	-8	-2	-5	-2	-9	-0.7	i	8
O=C(NCc1cccs1)C1CC(=O)N(C2CCCC2)C1 (configuration not stated)	-0.3	5	-4	-7	0	-1	-0.8	i	-3
O=C(CN1C(=O)c2cccc([N+](=O)[O-])c2C1=O)NNC(=O)c1ccc(F)cc1	-0.5	-1	-8	-10	0	-1	0.0	i	-7
COc1ccc(-n2nnnc2SCC(=O)Nc2ccccc2N2CCOCC2)cc1	-0.2	-8	-3	-19	4	-7	-0.6	i	-1
CCOC(=O)c1sc(=S)n(-c2ccc(C)cc2)c1N	1.4	-7	5	13	-1	-3	-0.9	i	26
Cc1ccc(F)cc1C(=O)N1CCCCC1c1cc(C(=O)Nc2ccc(F)c(Cl)c2)no1 (configuration not stated)	0.5	1	26	-1	-4	-1	0.4	i	-13
C[C@H](CO)N1C[C@H](C)[C@@H](CN(C)C(=O)Nc2ccc(C(F)(F)F)cc2)Oc2c(NS(=O)(=O)c3ccccc3)cccc2C1=O	-0.4	2	5	14	2	-2	0.0	i	1
